Screening data as filed in PubChem.
CHRM5 agonist: human M5 muscarinic receptor agonists, primary screen, CHO-K1 cells, Fluo-8 calcium fluorescence | activation, % at 3 µM | AID 624037, 2012 | Muscarinic acetylcholine receptor M5 (Homo sapiens), P08912 | 360,000 compounds, 0.19% hits | CHO-K1 hM5 cells; 0% DMSO wells, 100% maximal acetylcholine response;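 active = activation above the run's mean over test compounds plus 3 SD, cut at about 23% in these data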;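 note: signal is peak over basal fluorescence ratio across the kinetic read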
Target sequence (P08912 whole entry, looked up): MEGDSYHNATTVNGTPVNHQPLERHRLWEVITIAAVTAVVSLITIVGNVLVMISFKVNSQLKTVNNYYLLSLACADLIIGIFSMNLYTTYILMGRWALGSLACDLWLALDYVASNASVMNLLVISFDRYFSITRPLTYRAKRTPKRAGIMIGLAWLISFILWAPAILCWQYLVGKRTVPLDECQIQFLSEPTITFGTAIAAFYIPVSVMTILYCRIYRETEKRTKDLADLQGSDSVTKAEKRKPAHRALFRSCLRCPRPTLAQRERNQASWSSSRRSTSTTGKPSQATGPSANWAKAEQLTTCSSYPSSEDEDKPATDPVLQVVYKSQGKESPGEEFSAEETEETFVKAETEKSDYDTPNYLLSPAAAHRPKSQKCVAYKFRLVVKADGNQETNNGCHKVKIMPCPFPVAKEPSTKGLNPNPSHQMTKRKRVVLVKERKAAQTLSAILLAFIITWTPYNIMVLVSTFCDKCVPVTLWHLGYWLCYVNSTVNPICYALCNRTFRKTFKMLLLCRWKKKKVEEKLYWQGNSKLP
TAAR1 agonist: human TAAR1 agonists, primary screen, Fluo-8 calcium fluorescence, CHO RD-HGA16 cells. 360,000 compounds, 0.99% hits. vehicle wells 0%, saturating PEA agonist 100%. Trace amine-associated receptor 1 (Homo sapiens), Q96RJ0. activation, % at 3 µM;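 active = activation above the mean activation of all test compounds in the run plus 3 SD, cut at about 38% in these data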
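Repeats: no replicates (n 1) | Material: CHO-derived RD-HGA16 cells with stable Gα16 and human TAAR1 | Technique: Kinetic Fluo-8 calcium fluorescence | Schedule: 17-24 h seeding, 75 min 37 °C dye, 30 min RT | Evaluation: % activation from peak over basal fluorescence ratio, DMSO-to-PEA scaled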
M5 PAM: human M5 muscarinic receptor positive allosteric modulators, primary screen, CHO-K1 cells, Fluo-8 calcium fluorescence. AID 624038, 2012. activation, % at 3 µM. 360,000 compounds, 0.3% hits. CHO-K1 hM5, ACh EC20 PAM; 0% = ACh EC20, 100% = ACh EC100. Muscarinic acetylcholine receptor M5 (Homo sapiens), P08912;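 active = activation above the run cutoff, the mean activation of all test compounds plus 3 SD, cut at about 18% in these data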
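Replicates: One well per compound, no replicates | System: Human M5 receptor in CHO-K1 cells | Benchmarks: Low control EC20 acetylcholine (0%), high control EC100 acetylcholine (100%) | Probe or stimulus: Acetylcholine, EC20 level | Times: Fluo-8 loading 80 min at 37 °C plus 30 min room temperature | Signal: Intracellular calcium via Fluo-8 fluorescence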
TAAR1 antagonist: human TAAR1 antagonists, primary screen, Fluo-8 calcium fluorescence, CHO RD-HGA16 cells. Trace amine-associated receptor 1 (Homo sapiens), Q96RJ0. antagonist. inhibition, % at 3 µM. 360,000 compounds, 1.5% hits. AID 624466, 2012;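 active = inhibition above a per-plate cutoff, the mean inhibition of test compounds on that plate plus 3 SD, cut at about 49% in these data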;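 note: 0% = DMSO plus EC80 beta-PEA response and 100% = DMSO alone without agonist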
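Test system – hTAAR1-expressing CHO RD-HGA16 cells, Gα16-coupled · Reagent – β-PEA at EC80 concentration, post-compound challenge · Compound dosing – 3 µM, single point · Timing – 140 s kinetic read after compound, 140 s after agonist · Detection – Fluo-8 intracellular calcium dye fluorescence, real-time kinetic reads · Control set – DMSO and EC80 PEA controls · Repeats – n of 1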
CRFR2-BP ag: agonists of CRF-BP/CRF-R2 complex, primary screen, cell-based, HEK293, calcium dye fluorescence, uHTS; CRF-binding protein / CRF receptor 2 complex (human); calcium dye fluorescence (FLIPR); percent of saturating CRF peptide response; activation, % at 13.2 µM; 350,000 compounds, 0.46% hits;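 active = activation of at least 50%, plus an integration ratio under a set limit after plate pattern correction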;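 note: plate controls were neutral control wells without compound for no effect and CRF at EC100 for full effect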
CHRM5 antagonist: human M5 muscarinic receptor antagonists, primary screen, CHO cells, Fluo-8 calcium fluorescence. Muscarinic acetylcholine receptor M5 (Homo sapiens), P08912. CHO-hM5 cells, ACh EC80. inhibition, % at 3 µM. 360,000 compounds, 0.59% hits. AID 624040, 2012;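 active = inhibition above a per-plate cutoff, the mean of that plate's test compounds plus 3 SD, cut at about 27% in these data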;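 note: 0% = acetylcholine EC80 with DMSO and 100% = DMSO without agonist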
CRFR2-BP antag: antagonists of CRF-BP/CRF-R2 complex, primary screen, cell-based, HEK293, calcium dye fluorescence, uHTS | AID 588475, 2011 | 350,000 compounds, 0.59% hits | CRF-induced calcium fluorescence | inhibition, % at 11.8 µM;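 active = inhibition of the ligand-induced calcium signal above about 50% at the single tested concentration, limit read from the data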
CHO-K1 Ca PAM: nonselective calcium activators in parental CHO-K1 cells, primary screen, counter-screen for M1 PAM project, cell-based, Fluo-8 calcium fluorescence, full deck, 1536-well; ATP EC20; 0% at ATP EC20, 100% at ATP max; activation, % at 3 µM; 360,000 compounds, 0.02% hits; AID 602247, 2012;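 active = activation above the run cutoff, the mean activation of all test compounds plus 3 SD, cut at about 40% in these data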;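 note: peak over basal fluorescence ratio in a 140 s read after ATP addition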
CHRM4 PAM: human M4 muscarinic receptor positive allosteric modulators, primary screen, CHO-K1 cells, Fluo-8 calcium fluorescence | Muscarinic acetylcholine receptor M4 (Homo sapiens), P08173 | CHO-K1 hM4/Gqi5, ACh EC20; 0% = ACh EC20, 100% = maximal ACh | activation, % at 3 µM | 360,000 compounds, 0.4% hits;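 active = activation above its plate's cutoff, the mean activation of sample wells plus 3 SD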; note: some results filed as inactive read as strong as hits
Target sequence (P08173 whole entry, looked up): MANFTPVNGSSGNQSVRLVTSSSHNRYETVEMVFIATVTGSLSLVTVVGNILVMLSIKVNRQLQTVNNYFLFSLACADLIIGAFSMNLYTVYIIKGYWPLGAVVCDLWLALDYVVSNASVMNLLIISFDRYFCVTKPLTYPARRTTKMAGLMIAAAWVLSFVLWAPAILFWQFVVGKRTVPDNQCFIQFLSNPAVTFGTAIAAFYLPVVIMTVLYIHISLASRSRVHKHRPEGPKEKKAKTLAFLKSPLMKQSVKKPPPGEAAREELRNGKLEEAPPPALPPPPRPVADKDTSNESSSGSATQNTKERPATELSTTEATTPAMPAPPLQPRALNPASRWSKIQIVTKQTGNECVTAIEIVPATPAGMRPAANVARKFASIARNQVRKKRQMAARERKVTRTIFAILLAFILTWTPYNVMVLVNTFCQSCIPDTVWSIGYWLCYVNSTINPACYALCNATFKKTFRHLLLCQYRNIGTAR
An asterisk follows results filed as active; . = no result given.

1	COC(=O)c1ccc(Oc2c(F)c(F)nc(N3CCOCC3)c2F)cc1
2	Cc1ccc(C2CC(c3cccc(Br)c3)n3nc(N)nc3N2)cc1 (centres undefined)
3	CCn1c2ccccc2c2cc(N=C3SC(CC(=O)Nc4ccccc4OC)C(=O)N3C)ccc21 (centres undefined)
4	CCNC(=S)NNC(=O)c1ccc(OC(F)F)cc1
5	Cc1cc(Nc2cccc([N+](=O)[O-])c2)c2cccc(C)c2n1
6	Cc1ccc(OCCNc2ccc(C(F)(F)F)cc2[N+](=O)[O-])cc1
7	Cc1cc(-c2n[nH]c(=S)n2/N=C/c2ccc(Cl)c([N+](=O)[O-])c2)n[nH]1
8	CCC(Sc1ccc(Cl)cc1)C(=O)Nc1nnc(-c2cccc([N+](=O)[O-])c2)s1 (centres undefined)

assay / entry	1	2	3	4	5	6	7	8
CHRM5 agonist	-3	7	1	-2	-3	-4	-1	2
TAAR1 agonist	9	18	4	4	-2	3	4	5
M5 PAM	0	-6	0	-4	9	2	0	-2
TAAR1 antagonist	36	6	-2	8	-22	-30	-22	-3
CRFR2-BP ag	8.6	30	1.8	0.2	-0.6	1.8	0.2	0.6
CHRM5 antagonist	-17	1	-3	0	-5	-6	1	-3
CRFR2-BP antag	-11	-61	-2	5	3	-1	-10	-43
CHO-K1 Ca PAM	9	6	9	10	-3	6	21	23
CHRM4 PAM	6	3	-1	6	-4	6	5	0

9	CC1CSc2nc3sc4c(c3c(=O)n21)CCCC4 (centres undefined)
10	COc1cc(C)nc(NC(=S)N(C)C(=O)c2ccccc2)n1
11	O=C(CN1C(=O)CCC1=O)Nc1nc(-c2ccc(Cl)s2)cs1
12	Cc1ccc(NC(=O)Nc2nnc([C@H]3C[C@H](O)[C@@H](CO)O3)s2)cc1
13	Cc1cc(N)c2cc(NC(=O)/C=C/c3ccccc3Cl)ccc2n1
14	COc1cccc(/C=C2\SC(=O)N(CC(=O)NC3CCS(=O)(=O)C3)C2=O)c1 (centres undefined)
15	CCOC(=O)Cc1nnc(NC(=O)CSc2ncc(-c3ccccc3)nn2)s1
16	COc1ccc(OC)c(C2=NS(=O)(=O)N(C)C(C(=O)NCc3cccs3)=C2)c1

assay / entry	9	10	11	12	13	14	15	16
CHRM5 agonist	-3	3	1	1	0	-5	-1	5
TAAR1 agonist	11	-2	5	16	.	1	0	43*
M5 PAM	-2	10	-11	-1	1	-1	5	-3
TAAR1 antagonist	-5	-62	2	-20	.	-10	-6	26
CRFR2-BP ag	-0.3	-0.1	-2.0	.	-0.5	-3.0	1.0	20
CHRM5 antagonist	-14	1	13	0	5	14	5	-7
CRFR2-BP antag	-24	7	-17	.	-10	3	-3	-15
CHO-K1 Ca PAM	-6	11	-12	14	20	18	9	-3
CHRM4 PAM	-1	1	-3	0	-14	5	-7	-4

17	Cc1cccc(Nc2cnn(C34CC5CC(CC(CC(=O)O)(C5)C3)C4)c(=O)c2Cl)c1
18	CC1(C)Cc2c(ccc3ccccc23)C(=O)N1
19	N#C/C(=C/c1ccc(N2CCOCC2)o1)C(=O)Nc1ccccc1
20	COc1ccc(NC(=S)Nc2ccccc2)c(OC)c1
21	Cc1cc(F)ccc1NC(=S)NCCc1ccccc1
22	Cc1cc2nc(-c3ccc(F)cc3)c(CC(C)(C)C)n2c(C)c1Br
23	O=[N+]([O-])c1cnccc1Nc1ccc(Cl)cc1
24	CSC(=NS(=O)(=O)c1ccccc1)SC

assay / entry	17	18	19	20	21	22	23	24
CHRM5 agonist	-4	-8	43*	-3	-7	1	-5	-1
TAAR1 agonist	3	4	56*	0	15	3	-2	14
M5 PAM	2	-1	-21	4	-3	-3	2	7
TAAR1 antagonist	-4	-14	34	-4	-16	-16	-4	-19
CRFR2-BP ag	-0.3	-0.2	149*	0.4	0.2	.	-1.2	-0.3
CHRM5 antagonist	1	1	27*	11	9	-3	1	-1
CRFR2-BP antag	-4	-31	-99	1	14	.	-24	-14
CHO-K1 Ca PAM	17	-27	-3	0	-2	11	10	15
CHRM4 PAM	-4	8	-16	5	-2	-5	1	0

The last 3 entries of the part above come first, to join the parts:
22	Cc1cc2nc(-c3ccc(F)cc3)c(CC(C)(C)C)n2c(C)c1Br
23	O=[N+]([O-])c1cnccc1Nc1ccc(Cl)cc1
24	CSC(=NS(=O)(=O)c1ccccc1)SC
25	O=C(CNC(=S)N(CCCN1CCOCC1)Cc1cccs1)NCc1ccccc1Cl
26	Cc1ccc(-c2csc(NC(=O)c3cc([N+](=O)[O-])ccc3N3CCOCC3)n2)cc1
27	CC(OC(=O)c1cccnc1Cl)C(=O)Nc1ccc(S(N)(=O)=O)cc1 (centres undefined)
28	CSc1ccc(CCNC(=O)C2CCCN(S(=O)(=O)N3CCOCC3)C2)cc1 (centres undefined)
29	COc1ccccc1-n1cnnc1SCC(=O)c1ccc[nH]1
30	CC1C/C(=N\NC(N)=S)c2cc(Cl)ccc2S1 (centres undefined)
31	NS(=O)(=O)c1ccc(NC(=O)COC(=O)/C=C/c2ccc([N+](=O)[O-])cc2)cc1
32	Cc1ccc(C(=O)Nc2ccccc2C(N)=O)o1

assay / entry	22	23	24	25	26	27	28	29	30	31	32
CHRM5 agonist	1	-5	-1	-3	-3	-1	-1	-2	-2	-3	0
TAAR1 agonist	3	-2	14	14	0	0	0	2	1	2	1
M5 PAM	-3	2	7	3	0	1	-6	-6	-6	-3	-1
TAAR1 antagonist	-16	-4	-19	3	-29	3	-8	10	4	2	2
CRFR2-BP ag	.	-1.2	-0.3	0.1	1.2	0.4	-0.3	2.3	0.1	-0.7	-1.0
CHRM5 antagonist	-3	1	-1	-2	8	-5	-10	6	11	7	5
CRFR2-BP antag	.	-24	-14	6	-12	13	4	-5	-11	-10	0
CHO-K1 Ca PAM	11	10	15	0	5	22	16	1	7	17	3
CHRM4 PAM	-5	1	0	-1	3	8	-6	0	-3	0	-1

Individual results from the entries so far:
CRFR2-BP antag result of `NS(=O)(=O)c1ccc(NC(=O)COC(=O)/C=C/c2ccc([N+](=O)[O-])cc2)cc1` : -10
CRFR2-BP ag result of `COc1ccccc1-n1cnnc1SCC(=O)c1ccc[nH]1` : 2.3

(listing goes on)
33	Cc1ccc(C(=O)OCC(=O)NCCN2C(=O)CSC2=O)cc1[N+](=O)[O-]
34	C=CCN(c1ccccc1)S(=O)(=O)c1cccc(C(=O)NC2CCN(Cc3ccccc3)CC2)c1
35	Cc1nn(-c2ccccc2)nc1C(=O)Oc1cc(C(F)(F)F)nn1-c1ccccc1
36	COCCN(C(=O)COC(=O)Cc1coc2cc3c(cc12)CCC3)c1c(N)n(Cc2ccccc2)c(=O)[nH]c1=O
37	Cc1ccc(C2CC(c3ccccc3)n3ncnc3N2)cc1 (centres undefined)
38	Cc1ccccc1-c1cc(C(=O)N/N=C/c2cccnc2)c2ccccc2n1
39	CCOC(=O)c1nc(NCc2cccnc2)c2ccccc2n1
40	O=C(NNc1ccc([N+](=O)[O-])cc1)C1C2CCCCC21 (centres undefined)

assay / entry	33	34	35	36	37	38	39	40
CHRM5 agonist	2	-6	1	-8	1	-4	2	-2
TAAR1 agonist	1	4	1	2	5	0	3	1
M5 PAM	0	-5	-6	-1	-3	-2	1	-7
TAAR1 antagonist	0	-6	-27	-10	7	0	-8	7
CRFR2-BP ag	-2.0	0.4	-1.0	1.2	8.6	42	-1.7	-0.7
CHRM5 antagonist	7	8	6	4	-4	7	0	7
CRFR2-BP antag	-5	0	13	1	0	-52	2	17
CHO-K1 Ca PAM	-10	21	-1	-11	11	14	23	10
CHRM4 PAM	6	-12	20	-8	4	-3	3	-2

Some of the entries above, reformatted.
Values run as follows: CHRM5 agonist, TAAR1 agonist, M5 PAM, TAAR1 antagonist, CRFR2-BP ag, CHRM5 antagonist, CRFR2-BP antag, CHO-K1 Ca PAM, CHRM4 PAM
(1) COC(=O)c1ccc(Oc2c(F)c(F)nc(N3CCOCC3)c2F)cc1
  -3, 9, 0, 36, 8.6, -17, -11, 9, 6
(2) Cc1ccc(C2CC(c3cccc(Br)c3)n3nc(N)nc3N2)cc1 (centres undefined)
  7, 18, -6, 6, 30, 1, -61, 6, 3

Other results
41	CCOC(=O)c1cccc(NC(=O)CSc2nnc(C)n2CC2CCCO2)c1 (centres undefined)
42	COC(=O)CC1C(=O)NCCN1C(=S)Nc1ccccc1 (centres undefined)
43	O=C1c2ccccc2C(=O)N1CCC#C/C=C1\c2ccccc2C(=O)N1c1ccccc1
44	CN(C(=O)c1cc(COc2ccc(F)cc2Cl)on1)C1CCOC1 (centres undefined)
45	COc1cc(C=O)ccc1OCC(=O)N1CCOCC1
46	O=C(O)C12CC3CC(C1)CC(n1cnc(Cl)n1)(C3)C2
47	O=S(=O)(NC1CC1)c1cccc(S(=O)(=O)N2CCCC2)c1
48	COc1cc([N+](=O)[O-])cc(/C=C2/SC(=S)N(Cc3ccccc3)C2=O)c1O

assay / entry	41	42	43	44	45	46	47	48
CHRM5 agonist	-2	-2	1	3	-7	2	-2	9
TAAR1 agonist	0	2	2	2	2	3	5	25
M5 PAM	1	-4	-2	-6	2	4	0	-5
TAAR1 antagonist	-17	0	9	9	15	-36	-3	47
CRFR2-BP ag	-0.2	-0.8	-1.7	-1.8	0.2	-0.4	1.7	40
CHRM5 antagonist	0	0	0	9	-3	1	5	11
CRFR2-BP antag	9	4	17	30	-1	5	-13	-2
CHO-K1 Ca PAM	7	-5	13	14	10	19	12	-6
CHRM4 PAM	1	-2	-7	1	0	8	-3	-20

49	O=S(=O)(c1ccc(F)c(F)c1F)N1CCN(C(=S)NCc2ccccc2)CC1
50	CCS(=O)(=O)NCCc1csc(-c2ccccc2)n1
51	CCOC(=O)[C@]12CCC=C1N(Cc1ccco1)C(=O)[C@H](CC(=O)N1CCCC1)C2
52	CCOC(=O)CC1COCCN1C(=O)c1ccc2oc(Cc3ccccc3)nc2c1 (centres undefined)

assay / entry	49	50	51	52
CHRM5 agonist	4	3	1	-3
TAAR1 agonist	5	10	-1	0
M5 PAM	0	0	-2	1
TAAR1 antagonist	15	0	4	-11
CRFR2-BP ag	2.5	-1.3	.	3.2
CHRM5 antagonist	-4	0	1	-1
CRFR2-BP antag	14	1	.	-13
CHO-K1 Ca PAM	-2	8	-15	1
CHRM4 PAM	-7	12	-5	-3
